Assay outcomes from PubChem BioAssay.
HEK293 NFkB inh: inhibitors of PMA/ionomycin-induced NF-kB reporter, primary screen, antigen receptor NF-kB inhibitor project, cell-based, HEK-293 luciferase reporter, luminescence; 62,000 compounds, 0.21% hits; inhibition, % at 3 µM; HEK-293 NF-kB luciferase reporter;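 active = inhibition above the mean of all tested compounds plus 3 SD, cut at about 40% in these data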;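 note: 0% = stimulated DMSO wells and 100% = 10 µM reference inhibitor 5653914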
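Reagent: PMA plus ionomycin mix as NF-kB-activating stimulus. Assay system: NF-kB luciferase reporter HEK-293 cells. Technique: luminescence from luciferase substrate reagent. Incubation: 1 h compound pre-incubation, 16 h PMA/ionomycin at 37 °C. Benchmarks: DMSO only as uninhibited control, 10 µM reference inhibitor as full inhibition. Repeats: tested once.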
HTR1E agonist: 5-HT1E receptor agonists, primary screen, cell-based, HTS. CHO 5-HT1E Ga15 NFAT-bla reporter, FRET; 0% DMSO wells, 100% control agonist wells. activation, % at 6 µM. 65,000 compounds, 0.69% hits. AID 574, 2007;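 active = activation above a set limit, the screen-wide mean activation plus 3 SD, cut at about 8.5% in these data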;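 note: 100% = positive control agonist at 1 µM giving full maximal response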
5HT1E antag: 5-HT1E receptor antagonists, primary screen, cell-based, HTS; 65,000 compounds, 0.99% hits; AID 571, 2007; CHO 5-HT1E Ga15 NFAT-bla reporter, FRET, antagonist; inhibition, % at 6 µM; 5-hydroxytryptamine receptor 1E (Homo sapiens), P28566;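 active = inhibition above a set limit, the mean inhibition across every tested compound plus 3 SD, cut at about 29% in these data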;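 note: signal is the 460 over 535 nm emission ratio of beta-lactamase substrate; 0% = agonist plus DMSO wells and 100% = wells without agonist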
S1P1 ag pot: S1P1 agonists and agonism potentiators, primary screen, cell-based, primary and confirmation screens, CRE-bla reporter. Sphingosine 1-phosphate receptor 1 (Homo sapiens), P21453. S1P1 CRE-bla cells, forskolin, beta-lactamase FRET, potentiator mode; S1P1 agonist co-added at EC20, 2 nM; 100% = saturating reference agonist, 0% = basal. activation, % at 9.5 µM. 56,000 compounds, 0.57% hits;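 active = activation above a cutoff set at the mean activation of all tested compounds plus 3 SD, cut at about 54% in these data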;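 note: forskolin at 4 µM as EC80 and the EC20 agonist is SEW2871; 100% = SEW2871 at its EC100 plus forskolin at EC80; some compounds past the cut are filed as inactive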
Target sequence (P21453 whole entry, looked up): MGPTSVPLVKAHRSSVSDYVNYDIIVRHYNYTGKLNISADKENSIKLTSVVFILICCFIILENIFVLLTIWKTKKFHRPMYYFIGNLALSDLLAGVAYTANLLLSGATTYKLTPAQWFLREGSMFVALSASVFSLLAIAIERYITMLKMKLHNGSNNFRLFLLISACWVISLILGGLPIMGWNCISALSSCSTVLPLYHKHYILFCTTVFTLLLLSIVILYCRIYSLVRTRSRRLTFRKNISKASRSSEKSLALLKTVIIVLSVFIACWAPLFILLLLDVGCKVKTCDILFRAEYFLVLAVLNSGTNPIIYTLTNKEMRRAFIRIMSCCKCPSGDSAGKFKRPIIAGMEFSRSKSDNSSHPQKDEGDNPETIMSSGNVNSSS
Jurkat viability: cytotoxicity toward Jurkat T cells, primary screen, cytotoxicity control, cell-based, Jurkat E6.1, 60K MLSMR library; Jurkat E6.1 viability, ATP luminescence, 48 h; inhibition, % at 4 µM; 56,000 compounds, 1.2% hits; AID 463, 2006;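 active = inhibition above the mean inhibition of all tested compounds plus 3 SD, cut at about 28% in these data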
D1 allo mod: D1 CRE-luciferase signal change, two-sided – cell-based, HEK293 D1, dopamine EC30, D1 allosteric modulator project, primary screen; dopamine EC30 potentiation; actives deviate in either direction; B-score at 10 µM; 58,000 compounds, 5.9% hits; AID 641, 2007;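 active = luminescence count or its row- and column-corrected plate score outside the 99.7% band of the plate's sample wells, on either side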
5-HT1A blocker: human 5-HT1a receptor antagonists, primary screen, cell-based, CHO, Ga15 NFAT-bla reporter; inhibition, % at 10 µM; 62,000 compounds, 0.68% hits; 5-hydroxytryptamine receptor 1A (Homo sapiens), P08908; CHO 5-HT1a Ga15 NFAT-bla reporter, antagonist mode;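 active = inhibition above the mean of all tested compounds plus 3 SD, cut at about 43% in these data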;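 note: receptor stimulated by 5-CT agonist at 100 nM near EC80; beta-lactamase reporter measured by ratiometric fluorescence of a cleavable substrate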
Target sequence (P08908 whole entry, looked up): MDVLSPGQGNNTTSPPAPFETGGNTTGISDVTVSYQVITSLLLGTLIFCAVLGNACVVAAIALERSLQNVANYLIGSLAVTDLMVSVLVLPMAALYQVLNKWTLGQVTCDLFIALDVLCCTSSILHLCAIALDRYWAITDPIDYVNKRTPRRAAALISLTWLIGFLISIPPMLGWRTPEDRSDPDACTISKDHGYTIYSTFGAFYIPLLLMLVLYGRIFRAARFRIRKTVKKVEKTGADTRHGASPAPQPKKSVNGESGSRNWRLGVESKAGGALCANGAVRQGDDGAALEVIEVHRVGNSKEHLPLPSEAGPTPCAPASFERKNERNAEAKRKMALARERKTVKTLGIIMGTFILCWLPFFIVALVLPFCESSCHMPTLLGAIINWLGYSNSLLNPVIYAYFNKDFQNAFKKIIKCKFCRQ
S1P3 ag: human S1P3 receptor agonists, primary screen, cell-based, primary and confirmation, NFAT-BLA reporter. S1P3 NFAT-BLA reporter cells, agonism, FRET ratio; relative to 1 µM S1P, basal subtracted. 60,000 compounds, 0.1% hits. activation, % at 4.5 µM. Sphingosine 1-phosphate receptor 3 (Homo sapiens), Q99500;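 active = activation above the screen-wide mean plus 3 SD, cut at about 4.5% in these data, passing the limit was not always enough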; note: some compounds called inactive have numbers as strong as hits
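Measure – % activation relative to 1 µM S1P (100%), per plate · System – stable CHO line with human S1P3, Gα16, NFAT-BLA reporter · Timing – cells plated overnight, compound 4 h 37 °C, substrate 2 h RT · Technique – fluorescent BLA substrate, ex 405 nm, em 460/535 nm ratio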
5HT1a ag: human 5-HT1a receptor agonists, primary screen, cell-based, CHO, Ga15 NFAT-bla reporter; 5-hydroxytryptamine receptor 1A (Homo sapiens), P08908; CHO 5-HT1a Ga15 NFAT-bla reporter, FRET ratio; 0% basal, 100% maximal reference agonist; activation, % at 10 µM; 65,000 compounds, 0.56% hits; AID 567, 2006;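 active = activation above the screen-wide mean activation plus 3 SD, cut at about 19% in these data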;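 note: 0% = DMSO wells and 100% = 5-CT at EC100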
Active calls of the source: *; . = not tested or not shown.

Second line of a record – HEK293 NFkB inh	HTR1E agonist	5HT1E antag	S1P1 ag pot	Jurkat viability	D1 allo mod	5-HT1A blocker	S1P3 ag	5HT1a ag
CN(C)S(=O)(=O)c1cccc(C(=O)Nc2ccc(Cl)cn2)c1
→ -9	-0.3	10	6	13	.	-7	0.8	-3.6
COc1ccccc1N1CCN(C(=O)CSc2nnc(NC(=O)C3CCC3)s2)CC1
→ 22	-0.3	-4	-11	2	0.07	-18	0.2	0.8
COc1ccccc1C(c1nnnn1C(C)(C)C)N1CCN(Cc2ccncc2)CC1 (stereo not drawn)
→ -5	0.0	-9	-26	-1	-0.19	-1	-0.6	-4.0
CCn1c(SCC(=O)Nc2ccccc2C(=O)OC)nnc1-c1ccc(N)cc1
→ .	-0.4	-17	-1	.	.	.	1.0	0.4
CN(C)c1ccc(C(c2nnnn2C(C)(C)C)N2CCN(C(=O)c3ccco3)CC2)cc1 (stereo not drawn)
→ 0	-1.1	9	22	-7	-0.48	8	-0.4	2.4
O=C1CC(N2CCN(Cc3ccc4c(c3)OCO4)CC2)C(=O)N1c1ccccc1 (stereo not drawn)
→ 16	0.2	-2	-2	-6	0.68	-1	-0.3	-1.6
CC(C)(C)NC(=O)c1cnn2c1NC(c1ccc(F)cc1)CC2C(F)(F)F (stereo not drawn)
→ 9	-0.6	-9	-14	3	0.36	-15	-0.9	0.0
Cc1nc2sc(C(c3ccco3)N3CCOCC3)c(O)n2n1 (stereo not drawn)
→ 16	0.2	-1	0	-1	0.11	0	0.8	-0.1
CN(C)c1ccc(-c2nnc(-c3ccc(S(=O)(=O)C(F)F)cc3)o2)cc1
→ -2	-0.4	4	6	2	-0.3	-8	-0.7	-0.1
COc1ccccc1C1C2=C(N=C3SCC(=O)N31)c1ccccc1CC2 (stereo not drawn)
→ 7	1.1	-1	-5	-7	-0.048	2	0.3	-3.8
Cc1ccnc(NC(=O)CCc2c(C)nc3ncnn3c2C)c1
→ 12	-0.5	-2	0	-6	0.7	0	-0.4	-4.5
CCn1c(SCC(=O)O)nnc1-c1ccccc1
→ -7	-0.6	-13	-19	-3	0.33	-11	1.9	-1.7
CCCCn1c(SCC(=O)Nc2cccc(OC)c2)nc2ccc(N3CCOCC3)cc2c1=O
→ 5	1.3	-1	.	.	-0.77	-2	.	0.1
CS(=O)(=O)N(CC(=O)NCCSC1CCCCC1)c1ccc2c(c1)OCO2
→ -3	-0.2	-5	-21	-4	0.2	-11	-0.5	-1.7
CSc1oc(-c2ccco2)nc1S(=O)(=O)c1ccc(F)cc1
→ 14	0.5	5	-5	1	3.4*	3	0.4	-0.6
C=CCOc1cccc(C2c3c(oc4ccccc4c3=O)C(=O)N2c2ccccn2)c1 (stereo not drawn)
→ 17	0.1	5	-2	11	0.049	2	-1.1	1.3
O=C(Cn1cnc2ccccc2c1=O)c1ccc2c(c1)OCCO2
→ -23	0.8	-25	0	0	-1.5	-8	-1.4	-4.2
CCN1/C(=C/C(=O)c2ccco2)Sc2ccccc21
→ 12	0.8	-3	-38	12	0.92	13	-0.1	2.7
Cc1cc(C)cc(N2C(=O)CSC2c2cccs2)c1 (stereo not drawn)
→ 17	0.1	6	-16	3	0.27	7	-0.9	-0.3
CCCCN1C(=O)C(O)=C(C(C)=O)C1c1ccc(OC)cc1OC (stereo not drawn)
→ .	0.8	-13	-1	.	-0.41	.	-0.8	0.8
C=CCn1c(SCc2csc(C)n2)nc2scc(-c3ccc(C)o3)c2c1=O
→ 9	0.4	0	.	10	-0.49	-3	-0.8	-0.2
O=S1(=O)C[C@@H](N2CCOCC2)[C@H](N2CCOCC2)C1
→ .	0.0	-16	8	.	0.23	.	-0.8	-1.9
O=C(c1ccco1)N1CCN=C1SCc1c(F)cccc1Cl
→ 17	0.6	-3	14	7	0.0096	1	-1.2	1.1
Cc1ccc2[nH]c(=O)c(CN(C)C(=O)c3ccccn3)cc2c1
→ -1	-1.4	4	10	5	0.32	-6	-0.4	-1.9
CCc1nnc(NC(=O)CSc2nnc(COc3ccccc3C)o2)s1
→ 26	8.9*	6	4	-7	0.15	-6	-0.7	0.7
COCCn1c(SCC#N)nnc1-c1ccc2c(c1)OCO2
→ 14	0.0	-2	-6	-1	.	6	-0.1	0.2
O=C1CCCN1CCCNc1ncnc2c1[nH]c1ccc(Cl)cc12
→ 5	0.1	35*	-31	-1	0.049	-4	0.1	-0.2
O=C(O)C1CC=CCC1C(=O)N1CCN(c2nc(-c3ccccc3)c3ccccc3n2)CC1 (stereo not drawn)
→ .	2.8	8	-55	.	.	.	3.6	12
CC(=O)Nc1ccc(S(=O)(=O)Nc2cccc(C(=O)NC(C)(C)C)c2)cc1
→ 3	-0.5	0	-17	2	0.26	7	-0.9	-0.8
Cc1onc(-c2ccccc2Cl)c1C(=O)Oc1cc(N)n(S(=O)(=O)c2ccc(F)cc2)n1
→ -1	0.1	1	58	-1	-0.14	31	-1.4	-1.0

Continued.
Second line of a record – HEK293 NFkB inh	HTR1E agonist	5HT1E antag	S1P1 ag pot	Jurkat viability	D1 allo mod	5-HT1A blocker	S1P3 ag	5HT1a ag
CCOCCn1c(CN2CCN(CC)CC2)nc2c1c(=O)n(C)c(=O)n2C
→ 11	0.6	-1	-14	3	-0.041	3	-1.3	-2.9
O=C(Cc1ccccc1)Nc1ccc(C(=O)O)cc1
→ 14	0.8	7	1	2	1.3	6	-0.8	-4.2
COC(=O)c1sc(NC(=O)Cc2cccs2)nc1C
→ 10	-0.1	11	28	-1	0.84	3	-0.7	-1.7
O=c1[nH]c2cc3c(cc2cc1CN(Cc1cccs1)Cc1nnnn1Cc1ccco1)OCCO3
→ -6	1.5	7	-26	8	2.3	-6	-0.6	-4.0
CCCOC(=O)c1ccc(OC(=O)c2ccco2)cc1
→ 2	0.2	-7	-10	2	-0.041	-4	-1.3	-2.3
Cc1nn(-c2ccccn2)c2nc(-c3cccs3)cc(C(=O)N3CCOCC3)c12
→ 20	0.7	-6	-1	4	0.51	2	0.9	1.1
CN(C)CCNc1oc(COc2ccc(Cl)cc2)nc1C#N
→ -9	-1.4	5	7	-4	-1	17	-0.8	-0.7
COCCOCC(O)CN1CCN(c2ccc(C)cc2)CC1 (stereo not drawn)
→ 2	-0.6	-4	-12	-2	0.44	-10	0.9	0.4
COc1ccccc1CN1CC(C(=O)NCC2CCCO2)CC1=O (stereo not drawn)
→ 14	-0.3	-3	-11	0	-0.13	-9	0.2	-1.1
O=C(Nc1ccc2c(c1)OCO2)Nc1cnccn1
→ 10	0.1	-1	-26	6	-0.3	1	0.4	-5.6
CCOC(=O)CCc1c(C)n(CC)c2ncnn2c1=O
→ 8	0.8	-1	-14	1	0.2	-13	-0.7	-1.6
Cn1ncc2nc[nH]c(=O)c21
→ .	-0.8	10	-8	.	.	.	-3.8	-0.7
Brc1cnc(N2CCCC2)nc1N1CCOCC1
→ 12	0.0	7	-25	-6	6*	6	0.0	-1.9
O=C1CC(c2cccs2)CC(O)=C1C=NCCN1CCNCC1 (stereo not drawn)
→ 0	0.9	0	.	0	0.32	-8	-0.9	-1.8
Cc1[nH]c2ccccc2c1NC(=O)CN1CCN(c2cccc(C(F)(F)F)c2)CC1
→ 24	1.8	-12	-31	3	-0.29	14	-1.1	4.2
CCc1ccc(OC(=O)c2ccn(CC)n2)cc1
→ 12	0.1	-8	-14	4	0.15	-15	-0.7	-3.1
NC(=O)C1(N2CCCCC2)CCN(C(=O)NC2CCCCC2)CC1
→ 9	0.5	3	-4	-1	-0.33	1	-0.7	-3.3
CC1=CC(c2ccccc2)n2nc(NS(=O)(=O)c3ccc(C)cc3)nc2N1 (stereo not drawn)
→ 9	0.9	-12	.	-6	0.74	-10	-0.4	2.8
CCc1c(C)c(C#N)c2nc3ccccc3n2c1N(C)C
→ 17	-1.7	19	-27	-1	4.9*	-2	-0.7	1.6
O=C(CCCn1c(=S)[nH]c2cc3c(cc2c1=O)OCO3)N1CCc2ccccc2C1
→ 6	-0.9	-2	.	.	0.9	2	.	-3.1
CCS(=O)(=O)N1CCCC(C(=O)N2CCc3ccccc3C2)C1 (stereo not drawn)
→ 14	0.1	-1	-11	-5	0.85	-4	-0.5	-3.1
CCn1cc(S(=O)(=O)CC(=O)Nc2ccc(OC)cc2)c2ccccc21
→ 17	0.6	4	4	-2	0.48	-1	-0.8	-2.1
CCCCOC(=O)CN1C(=O)c2ccc(C(=O)OCCCC)cc2C1=O
→ -6	-0.3	-1	11	-2	-0.67	-8	-0.9	2.3
COc1cc(=O)[nH]c(SCc2c(F)c(F)c(F)c(F)c2F)n1
→ 9	0.1	8	10	10	-0.39	8	-0.8	1.2
CN(C(=O)C(Cl)Cl)c1ccc(OC(=O)c2ccco2)cc1
→ .	0.1	-11	-8	.	0.82	.	-3.6	-3.2
COc1ccc(C(=O)N2CCN(C(=O)Cc3ccccc3)CC2)cc1OC
→ 22	-1.1	-3	-1	-3	-0.0051	-5	-0.5	-3.0
O=C(NCc1ccc2c(c1)OCO2)c1ccc(CS(=O)(=O)c2ccc(Br)cc2)o1
→ 12	-0.5	20	19	20	-3.4	7	-0.5	-1.2
COc1ccc(CCn2c(=N)c(C(=O)NCc3ccco3)cc3c(=O)n4cccc(C)c4nc32)cc1
→ 8	0.3	-10	-1	6	-0.24	-13	0.2	4.9
Cc1ccc(S(=O)(=O)CCC(=O)c2ccc(O)cc2O)cc1
→ 24	0.2	8	16	-10	-0.092	16	0.6	0.7
c1cncc(C2Nc3ccccc3-c3nc4ccccc4n32)c1 (stereo not drawn)
→ -21	-0.8	17	.	.	1.3	4	.	0.3
Cc1ccc(S(=O)(=O)NCC(=O)N(CC(=O)NC2CCCCC2)Cc2ccco2)cc1
→ 5	0.1	4	-9	-4	0.88	10	-0.7	-0.7
CCOC(=O)c1[nH]c2ccccc2c1N=CN(CC)CC
→ .	-0.7	-1	2	.	.	.	-0.4	8.9
CCOC(=O)c1sc2nc3n(c(=O)c2c1C)CCCCC3
→ 1	0.5	-2	-44	5	0.91	-9	0.1	2.2

Exported with tabs: 2 of the compounds above
Structure	HEK293 NFkB inh	HTR1E agonist	5HT1E antag	S1P1 ag pot	Jurkat viability	D1 allo mod	5-HT1A blocker	S1P3 ag	5HT1a ag
CCCCOC(=O)CN1C(=O)c2ccc(C(=O)OCCCC)cc2C1=O	-6	-0.3	-1	11	-2	-0.67	-8	-0.9	2.3
COc1cc(=O)[nH]c(SCc2c(F)c(F)c(F)c(F)c2F)n1	9	0.1	8	10	10	-0.39	8	-0.8	1.2
